Screening results: PubChem BioAssay, several laboratories
MEKK2 mut-MEK5 = MEK5 binding signal on mutant MEKK2 PB1, primary screen, biochemical, multiplex bead flow cytometry, Alexa488-MEK5; Alexa488-MEK5 binding to MEKK2 mutant; percent response, % at 10 µM; 290,000 compounds, 0.35% hits; AID 1530, 2009; in the data active means percent response above about 24%, passing the limit was not always enough; further: inactives centre near 1; some results filed as inactive read as strong as hits; reference of the scale not given here
pCIP destab = p/CIP-EGFP fusion destabilizers, primary screen, fluorescence, F442A cells | Q05BA5 | 16 h | decrease of EGFP signal, % at 10 µM | 290,000 compounds, 0.01% hits | AID 1984, 2009;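 active means EGFP signal decrease of at least 30% at 10 µM or well 3 SD below plate mean, unless failing retest; inactive means the rest, including hits failing retest or dose response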; further: some compounds called inactive have numbers as strong as hits; many of its hits are not listed in these tables
NALP1 inh = NALP1 inflammasome inhibitors in reconstituted yeast, colorimetric, S. cerevisiae, triplicate retest | 280,000 compounds, 0.61% hits | inhibition, % at 10 µM | S. cerevisiae NALP1/ASC/caspase-1 growth, X-gal OD620, 72 h; in the data active means inhibition mostly above about 24%, no sharp cut-off; inactive means mostly below about 32%; further: some compounds called inactive have numbers as strong as hits
IDE cell activ = human IDE activators in live cells, primary screen, fluorescence polarization, HEK cells, FAbeta-B substrate; FAbeta-B cleavage; 0% vehicle, 100% cell-free pure enzyme wells; activation, % at 5.96 µM; AID 493087, 2011; Insulin-degrading enzyme (Homo sapiens), P14735; 340,000 compounds, 0.073% hits;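 active means activation above the mean of all tested compounds plus 3 SD, set per screening campaign, cut at about 17% in these data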
IDE inh = human IDE inhibitors in live cells, primary screen, fluorescence polarization, HEK cells, FAbetaB substrate; inhibition, % at 5.59 µM; Insulin-degrading enzyme (Homo sapiens), P14735; FAbetaB cleavage; 320,000 compounds, 0.41% hits; AID 434962, 2010;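 active means percent inhibition above the average of all tested compounds plus 3 SD, set per screening campaign, cut at about 16% in these data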;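 further: IDE supplied by intact live HEK cells; FP after avidin binding of uncleaved biotin substrate so inhibition keeps polarization high; 0% = DMSO wells and 100% = 60 µM reference IDE inhibitor Ii1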
MEKK2wt PB1 HTS = modulators of MEK5 binding to wildtype MEKK2, primary screen, biochemical, multiplex bead flow cytometry, Alexa488-MEK5. Alexa488-MEK5 binding to MEKK2 WT; actives lie on both sides. 290,000 compounds, 1.1% hits. binding response (% of control), % at 10 µM. Mitogen-activated protein kinase kinase kinase 2 (Homo sapiens), Q9Y2U5; in the data active means binding response below about 67% or above about 130%
UBC9 SUMO inh = inhibitors of in vitro SUMOylation cascade, primary screen, biochemical, HTRF, uHTS. SUMO-conjugating enzyme UBC9 (Homo sapiens), P63279. HTRF SUMOylation assay, SAE1/SAE2 + UBC9. inhibition, % at 35 µM. 290,000 compounds, 0.36% hits. AID 2006, 2009; in the data active means inhibition above about 50%, passing the limit was not always enough; further: strong numbers were not always called active
Target sequence (P63279 whole entry, looked up): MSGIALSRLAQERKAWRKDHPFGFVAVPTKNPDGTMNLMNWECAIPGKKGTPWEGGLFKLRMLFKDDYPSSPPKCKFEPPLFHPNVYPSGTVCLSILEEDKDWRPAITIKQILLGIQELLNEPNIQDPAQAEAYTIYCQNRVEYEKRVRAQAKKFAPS
M18AAP inhibitor = PfM18AAP inhibitors, malaria aminopeptidase, primary screen, biochemical, QFRET, recombinant enzyme. M18 aspartyl aminopeptidase (Plasmodium falciparum 3D7). H-Glu-NHMec fluorogenic cleavage. AID 1822, 2009. inhibition, % at 7.35 µM. 290,000 compounds, 1.2% hits;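 active means inhibition above the campaign mean inhibition over all tested compounds plus 3 SD, cut at about 28% in these data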;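 further: 0% = plate median of test compound wells and 100% = 2 mM ZnCl2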
MEKK3 PB1 HTS = modulators of MEKK3-MEK5 PB1 binding, primary screen, biochemical, wildtype MEKK3, multiplex bead flow cytometry, Alexa488-MEK5; Mitogen-activated protein kinase kinase kinase 3 (Homo sapiens), Q99759; bead-based flow cytometry, Alexa488-MEK5 binding to MEKK3; actives lie on both sides; 0 = blocked by unlabeled MEK5, 100 = vehicle; binding response (% of control), % at 10 µM; 290,000 compounds, 1.4% hits; AID 1529, 2009;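 active means binding response more than 3 SD above or below the average of its plate-row segment, actives on both sides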;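 further: Alexa488 bead fluorescence after subtracting the streptavidin-only scavenger bead signal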
Target sequence (Q99759 whole entry, looked up): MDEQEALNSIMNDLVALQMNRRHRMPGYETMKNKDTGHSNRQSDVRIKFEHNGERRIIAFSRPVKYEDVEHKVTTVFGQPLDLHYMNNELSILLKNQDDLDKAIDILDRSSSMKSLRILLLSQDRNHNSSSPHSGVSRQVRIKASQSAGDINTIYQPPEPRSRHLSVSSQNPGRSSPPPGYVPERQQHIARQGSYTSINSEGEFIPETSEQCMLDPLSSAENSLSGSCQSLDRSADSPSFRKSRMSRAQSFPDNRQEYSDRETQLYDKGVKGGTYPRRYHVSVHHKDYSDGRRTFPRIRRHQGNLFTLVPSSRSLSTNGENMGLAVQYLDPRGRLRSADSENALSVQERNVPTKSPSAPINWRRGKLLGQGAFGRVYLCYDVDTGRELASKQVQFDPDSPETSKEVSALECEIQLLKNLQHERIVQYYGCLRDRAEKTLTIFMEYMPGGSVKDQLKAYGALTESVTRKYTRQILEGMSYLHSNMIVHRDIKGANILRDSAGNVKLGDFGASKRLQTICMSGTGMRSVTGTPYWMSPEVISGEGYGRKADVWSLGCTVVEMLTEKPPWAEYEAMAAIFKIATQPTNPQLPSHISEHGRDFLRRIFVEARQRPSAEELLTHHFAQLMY
Starred values were filed as active, the others as inactive; · = not tested or not shown; [ ] = dose if it differs, or a comment.

SMILES | MEKK2 mut-MEK5 | pCIP destab | NALP1 inh | IDE cell activ | IDE inh | MEKK2wt PB1 HTS | UBC9 SUMO inh | M18AAP inhibitor | MEKK3 PB1 HTS
COc1nccnc1NS(=O)(=O)c1ccc(NC(=O)c2ccc(F)cc2)cc1 | -1 | -1 | 8 | 1 | 3 | 98 | 2 | -4 | 104
COc1ccc(C(=O)N=c2c(C#N)cc3c(=O)n4cccc(C)c4nc3n2Cc2ccco2)cc1 | · | -13 | 3 | · | · | · | 14 | -5 | ·
CCOC(=O)[C@@H]1[C@H]2COc3ccccc3[C@@H]2N2C(=O)N(c3ccc(F)cc3)C(=O)[C@@]12C | -5 | -2 | 12 | -2 | -2 | 103 | 5 | -4 | 102
CCOC(=O)N1CCN(C(=O)c2cc3cc(C)ccc3[nH]2)CC1 | 1 | 4 | 0 | 3 | -1 | 104 | 12 | -3 | 106
COc1ccc(NC(=O)c2ccco2)cc1NC(=O)c1cccc(F)c1 | 0 | -6 | 10 | 5 | · | 100 | 14 | 2 | 102
CC(C)NC(=O)COC(=O)c1ccc(Cl)c(S(=O)(=O)N2CCCC2)c1 | 3 | -7 | 6 | 6 | 5 | 110 | 16 | 2 | 107
Cc1nc(-c2ccc(C#N)cc2)cs1 | -5 | -10 | 9 | -1 | 1 | 91 | 11 | -17 | 90
Cc1cc(NCCCN(C)C)n2c(nc3ccccc32)c1C#N | 8 | -10 | 26 | -4 | 2 | 107 | 14 | 4 | 105
CC(NC(=O)c1ccco1)c1cccc2ccccc12 (stereo unspecified) | 2 | -8 | -68 | 4 | 7 | 99 | -26 | 10 | 99
Cc1ccc(S(=O)(=O)NC(CC(=O)NCc2ccco2)c2ccco2)cc1 (stereo unspecified) | 10 | 9 | 22 | 1 | 7 | 101 | -13 | -4 | 106
O=Cc1c(NCCc2ccc(F)cc2)c2ccccc2[nH]c1=O | 9 | -1 | 8 | 3 | -3 | 108 | 4 | 0 | 106
CC1SCC(=O)N(CC(=O)NCc2ccccc2)C1=O (stereo unspecified) | 0 | -16 | 22 | 0 | 1 | 101 | 8 | -9 | 119
O=C(NCc1ccc(Cl)cc1)c1ccc2c(=O)n(CC3CCCO3)c(=S)[nH]c2c1 (stereo unspecified) | 0 | -16 | -1 | 2 | 2 | 96 | 9 | -5 | 93
CCOc1ccc(NC(=S)N2c3ccccc3CC2C)cc1 (stereo unspecified) | -4 | -10 | 10 | -1 | -1 | 95 | 7 | -2 | 101
CCNC(=S)Nc1ccc(N(c2ccccc2)C(C)C)cc1 | -6 | -16 | 0 | 9 | -2 | 88 | -4 | 26 | 86
COc1ccc(NC(=S)N/N=C/c2cccn2Cc2ccc(F)cc2Cl)cc1 | 1 | -6 | 8 | -4 | -3 | 91 | -7 | 3 | 110
CCCn1c(=N)n(CCOc2ccc(OC)cc2)c2ccccc21 | · | -2 | 15 | -3 | -3 | · | 16 | -4 | ·
CSCC(=O)N1CCCC(N2CCN(c3ccc(F)cc3)CC2)C1 (stereo unspecified) | 12 | -10 | 6 | -2 | 5 | 113 | 2 | 5 | 108
CC(CN1CCCCC1)C(=O)NNC(=O)C12CC3CC(CC(C3)C1)C2 (stereo unspecified) | -2 | -8 | -19 | 4 | 6 | 101 | 6 | -2 | 107
CCCSc1cc(N2CCCC2)nc(-c2ccccc2)n1 | -1 | -5 | 4 | 3 | 2 | 105 | -1 | -6 | 99
COc1cc(S(=O)(=O)NCc2ccccc2)ccc1Br | -1 | -16 | 20 | 3 | -1 | 100 | 9 | -8 | 115
O=C(NCc1ccccc1)C1=C[C@H](c2ccc(C(F)(F)F)cc2)C[C@H](OCc2ccc(CO)cc2)O1 | -4 | -25 | -5 | 0 | -3 | 94 | -33 | 6 | 95
CCC(=O)Nc1ccc(S(=O)(=O)NCc2ccco2)cc1 | -2 | -12 | -1 | 2 | -7 | 98 | 11 | 9 | 97
O=C(c1cccc2c1C(=O)N(Cc1cccnc1)C2)N1CCN(c2ccccc2)CC1 | 1 | 3 | 7 | -6 | 2 | 102 | -9 | 3 | 98
O=C(N1CCOCC1)C1(S(=O)(=O)c2ccccc2)CC=CC1 | 0 | -8 | 10 | 5 | 3 | 94 | 16 | 2 | 100
(further entries)
SMILES | MEKK2 mut-MEK5 | pCIP destab | NALP1 inh | IDE cell activ | IDE inh | MEKK2wt PB1 HTS | UBC9 SUMO inh | M18AAP inhibitor | MEKK3 PB1 HTS
Cc1nc(C2COc3ccccc3O2)sc1C(=O)O (stereo unspecified) | -2 | -2 | 1 | 3 | -3 | 104 | 8 | -1 | 98
COc1ccc(C(=O)NCCCNC(=O)c2cccnc2)cc1Br | -2 | 0 | 16 | -1 | -1 | 100 | 3 | 0 | 100
O=C1C(C=NCc2ccccn2)=C(O)c2ccccc21 | -4 | -10 | -7 | 0 | -1 | 95 | 14 | 8 | 92
COc1ccccc1Nc1ncnc2ccccc12 | 12 | -6 | 5 | 4 | 2 | 106 | -7 | -4 | 103
CCOC(=O)N1CCN(C(=O)c2ccc(S(=O)(=O)c3ccc(C)cc3)c(NC(C)=O)c2)CC1 | -1 | -7 | -12 | 1 | 4 | 98 | -5 | 1 | 99
CCC(=O)NCCNc1ccc([N+](=O)[O-])cn1 | -1 | 3 | 22 | · | 1 | 93 | -4 | 6 | 74*[inhibitor]
COC(=O)c1cn(CCC#N)nc1-c1ccc2ccccc2c1 | 10 | 6 | 13 | 5 | 3 | 103 | -15 | -5 | 100
Cn1c(=O)[nH]c2ncn(C)c2c1=O | 4 | · | · | 3 | -4 | 115 | · | · | 114
COc1ccccc1OCCC(=O)OCC(=O)NC(C)c1ccccc1 (stereo unspecified) | 13 | -2 | 15 | 0 | -4 | 116 | 2 | 2 | 106
Cc1ccc2[nH]c(=O)c(C(c3nnnn3CC3CCCO3)N3CCOCC3)cc2c1 (stereo unspecified) | -4 | 2 | 0 | 5 | 1 | 97 | 10 | -7 | 94
CCC(=O)NC(Nc1ncc(C)s1)(C(=O)OC)C(F)(F)F (stereo unspecified) | 5 | -14 | 8 | 5 | -8 | 104 | -2 | 3 | 111
O=C(NC(Cc1ccccc1)C(=O)O)/C(=C/c1ccc(Cl)cc1)NC(=O)c1ccco1 (stereo unspecified) | 2 | 1 | -7 | 2 | 3 | 102 | 0 | 7 | 101
CCc1ccc(OCC(=O)NNC(=O)CSc2ncnc3sc(C)c(C)c23)cc1 | 5 | -21 | 0 | -5 | -4 | 113 | -18 | 12 | 102
Cc1cnc(C(=O)OCC(=O)NCCCc2ccccc2)cn1 | -2 | -8 | -14 | 0 | 2 | 105 | 10 | 0 | 115
CN=C1SC(C(=O)Nc2ccccc2Cl)CC(=O)N1c1ccc(OC(F)(F)Cl)cc1 (stereo unspecified) | -7 | -7 | 0 | 2 | 4 | 90 | -2 | -1 | 96
O=C(NCCCn1ccnc1)NC(C(F)(F)F)C(F)(F)F | -6 | -4 | 2 | 5 | 6 | 94 | 22 | -7 | 99
CCOP(=O)(OCC)C(O)c1cc(OC)c(OC)c(OC)c1 (stereo unspecified) | 2 | 2 | 9 | 1 | 0 | 104 | 2 | -12 | 103
N#Cc1c(-c2ccco2)c2c([nH]c1=S)CCCC2 | -5 | 11 | 14 | -4 | 8 | 95 | 7 | · | 97
FC(F)Sc1nc(-c2ccccc2)c(-c2ccccc2)n1C(F)F | 10 | -3 | 22 | 5 | -1 | 118 | 8 | -5 | 102
CCC(C(=O)O)N1C(=O)/C(=C/C(C)=C/c2ccccc2)SC1=S (stereo unspecified) | 5 | -11 | 18 | 4 | -3 | 97 | 18 | -6 | 105
Cc1nc(NCCc2ccc(S(N)(=O)=O)cc2)c2c(C)c(C)sc2n1 | 3 | -34 | 0 | -4 | 5 | 99 | 23 | -2 | 97
Cc1nc2cc(-c3cccs3)[nH]n2c(=O)c1C | 2 | · | · | -4 | 0 | 100 | · | 4 | 89
CC(=NCC1CCCO1)c1c(O)[nH]c(=O)[nH]c1=O (stereo unspecified) | 6 | -10 | 11 | 5 | 0 | 100 | 19 | -3 | 101
O=C(OCC#CCSc1nnc(-c2ccc(Br)cc2)o1)c1cccs1 | -2 | -12 | 35 | -2 | -4 | 94 | -2 | -10 | 90
Cc1nn(-c2ccccc2)c(Cl)c1C(=O)NCC(C)c1ccccc1 (stereo unspecified) | -1 | -2 | 16 | 3 | 7 | 101 | -7 | 0 | 102

13 compounds already listed, arranged by molar mass, largest number first.
SMILES | MEKK2 mut-MEK5 | pCIP destab | NALP1 inh | IDE cell activ | IDE inh | MEKK2wt PB1 HTS | UBC9 SUMO inh | M18AAP inhibitor | MEKK3 PB1 HTS
O=C(NC(Cc1ccccc1)C(=O)O)/C(=C/c1ccc(Cl)cc1)NC(=O)c1ccco1 (stereo unspecified) | 2 | 1 | -7 | 2 | 3 | 102 | 0 | 7 | 101
Cc1ccc2[nH]c(=O)c(C(c3nnnn3CC3CCCO3)N3CCOCC3)cc2c1 (stereo unspecified) | -4 | 2 | 0 | 5 | 1 | 97 | 10 | -7 | 94
COc1ccc(C(=O)NCCCNC(=O)c2cccnc2)cc1Br | -2 | 0 | 16 | -1 | -1 | 100 | 3 | 0 | 100
Cc1nc(NCCc2ccc(S(N)(=O)=O)cc2)c2c(C)c(C)sc2n1 | 3 | -34 | 0 | -4 | 5 | 99 | 23 | -2 | 97
COc1ccccc1OCCC(=O)OCC(=O)NC(C)c1ccccc1 (stereo unspecified) | 13 | -2 | 15 | 0 | -4 | 116 | 2 | 2 | 106
Cc1nn(-c2ccccc2)c(Cl)c1C(=O)NCC(C)c1ccccc1 (stereo unspecified) | -1 | -2 | 16 | 3 | 7 | 101 | -7 | 0 | 102
CCOP(=O)(OCC)C(O)c1cc(OC)c(OC)c(OC)c1 (stereo unspecified) | 2 | 2 | 9 | 1 | 0 | 104 | 2 | -12 | 103
O=C(NCCCn1ccnc1)NC(C(F)(F)F)C(F)(F)F | -6 | -4 | 2 | 5 | 6 | 94 | 22 | -7 | 99
Cc1nc(C2COc3ccccc3O2)sc1C(=O)O (stereo unspecified) | -2 | -2 | 1 | 3 | -3 | 104 | 8 | -1 | 98
N#Cc1c(-c2ccco2)c2c([nH]c1=S)CCCC2 | -5 | 11 | 14 | -4 | 8 | 95 | 7 | · | 97
CC(=NCC1CCCO1)c1c(O)[nH]c(=O)[nH]c1=O (stereo unspecified) | 6 | -10 | 11 | 5 | 0 | 100 | 19 | -3 | 101
COc1ccccc1Nc1ncnc2ccccc12 | 12 | -6 | 5 | 4 | 2 | 106 | -7 | -4 | 103
Cn1c(=O)[nH]c2ncn(C)c2c1=O | 4 | · | · | 3 | -4 | 115 | · | · | 114

A portion of the library, so the mix of outcomes need not match the whole.
